iPSC survival up = enhancers of single-cell hiPSC survival, primary screen, ATPlite luminescence | 100% = ROCK inhibitor wells, 0% = DMSO | survival enhancement, % at 20 µM | actives 0.044% (n = 360,000); in the data active = survival enhancement above about 18%;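 also: cells exposed to compounds for 16 hours before the ATP read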
Shn3 3UTR inh = reduction of Shn3 3'UTR firefly luciferase signal, primary screen, Schnurri-3 inhibitor project, cell-based, Clone20 osteoblasts, set 2; Clone20 osteoblast Shn3 3'UTR firefly luciferase, 24 h; inhibition, % at 12.5 µM; actives 0.52% (n = 360,000);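 active = mean inhibition of at least 75% with every replicate also reaching 75%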;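 also: 0% = median of neutral control wells and 100% = pilot-screen positive control compound; some compounds past the cut are filed as inactive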
m5-HT2A agonist = mouse Htr2a agonists via beta-arrestin recruitment, primary screen, cell-based, luminescence. 5-hydroxytryptamine receptor 2A (Mus musculus), P35363. CHO-K1 mHTR2A beta-arrestin complementation; percent of 30 µM serotonin response. activation, % at 7.6 µM. actives 0.66% (n = 360,000);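 active = activation above a run cutoff, the mean activation of all tested compounds plus 3 SD, cut at about 14% in these data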;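 also: 0% = plate median of compound wells and 100% = 30 µM serotonin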
Target sequence (P35363 whole entry, looked up): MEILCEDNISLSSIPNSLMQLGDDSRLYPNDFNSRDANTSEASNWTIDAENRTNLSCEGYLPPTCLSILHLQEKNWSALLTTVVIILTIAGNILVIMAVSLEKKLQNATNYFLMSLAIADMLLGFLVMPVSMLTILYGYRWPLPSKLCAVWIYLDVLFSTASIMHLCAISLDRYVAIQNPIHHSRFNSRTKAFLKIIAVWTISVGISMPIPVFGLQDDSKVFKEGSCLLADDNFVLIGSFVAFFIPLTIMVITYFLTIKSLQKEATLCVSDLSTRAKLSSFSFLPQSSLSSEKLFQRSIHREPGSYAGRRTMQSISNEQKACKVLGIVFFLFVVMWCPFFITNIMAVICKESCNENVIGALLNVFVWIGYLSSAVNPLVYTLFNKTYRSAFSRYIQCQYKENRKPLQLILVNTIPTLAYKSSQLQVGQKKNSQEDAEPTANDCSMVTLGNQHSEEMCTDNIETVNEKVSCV
NR2E3 ag-1 = inhibitors of NR2E3-RetCOR corepressor binding, primary screen, NR2E3 agonist project, biochemical, TR-FRET, GST-NR2E3, biotin-RetCOR | Photoreceptor-specific nuclear receptor (Homo sapiens), Q9Y5X4 | 1536-well | inhibition of corepressor binding, % at 4.78 µM | actives 0.12% (n = 320,000) | AID 2300, 2010;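 active = percent inhibition above the cutoff of mean plus 3 SD of all tested compounds, set per screening campaign, cut at about 20% in these data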;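 also: 0% = DMSO wells and 100% = biotin wells as full block of FRET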
Target sequence (Q9Y5X4 whole entry, looked up): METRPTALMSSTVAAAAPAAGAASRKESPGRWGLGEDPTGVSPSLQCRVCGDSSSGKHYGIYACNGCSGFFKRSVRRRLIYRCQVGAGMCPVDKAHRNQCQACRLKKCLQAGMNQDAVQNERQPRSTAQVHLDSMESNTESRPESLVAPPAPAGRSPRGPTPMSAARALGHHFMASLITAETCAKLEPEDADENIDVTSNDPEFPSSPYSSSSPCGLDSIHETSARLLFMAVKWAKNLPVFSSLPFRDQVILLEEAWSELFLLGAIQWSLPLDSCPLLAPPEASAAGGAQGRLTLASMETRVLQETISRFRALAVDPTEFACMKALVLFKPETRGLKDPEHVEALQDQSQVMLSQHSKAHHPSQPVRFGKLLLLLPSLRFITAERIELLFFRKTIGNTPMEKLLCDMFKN
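Format: 1536-well format; test system: GST-NR2E3 and biotin-RetCOR proteins; read-out basis: percent inhibition of TR-FRET ratio; timing: 5 h incubation at 4 °C; detection: time-resolved FRET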
CaV13 FRET inh = Primary screen for inhibitors of IQ motif and Ca2+-dependent inactivation inhibitor domain binding in CACNA1D, Förster resonance energy transfer in living cells, … | actives 0.098% (n = 340,000) | AID 743397 | inhibition, % at 12.3 µM | HEK cells, CFP/YFP FRET ICDI-IQ, plate reader, 10 min; percent FRET-ratio fall versus neutral wells;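 active = mean replicate inhibition of at least 30% and at least 1% of replicates passing that level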;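 also: 0% = median of the neutral control wells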
H9c2 protect = cardioprotection against H2O2-induced cell death, primary screen, uHTS, H9c2 cells, ATPLite luminescence; H9c2 cardiomyocytes, H2O2 injury protection, 2 h; protection from H2O2 cell death, % at 20 µM; actives 0.63% (n = 360,000); AID 588492, 2011;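 active = compounds giving at least 50% protection of heart cells from peroxide-induced death in the single-dose screen, raw or plate-pattern-corrected value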;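 also: 0% = DMSO wells with peroxide and 100% = DMSO wells without peroxide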
Peg3 prom inh = Peg3 promoter-driven luciferase inhibitors, primary screen, cell-based, HeLa, luciferase luminescence; HeLa PEG-Prom luciferase reporter, overnight; inhibition, % at 20 µM; actives 1.7% (n = 360,000);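 active = inhibition of at least 50% at 20 µM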
HIF-2a block = HIF-2a reporter inhibitors, primary screen, luminescence, 786-0 RCC cells. AID 624352, 2012. 786-0 RCC cells HIF-2a reporter, luciferase luminescence, overnight. inhibition, % at 18.8 µM. actives 0.72% (n = 360,000);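 active = inhibition of the luminescence signal of 40% or more relative to plate controls, in a single-dose primary screen at 18.75 µM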
NR2E3 ag-2 = NR2E3 agonists in two-hybrid cells, primary screen, cell-based, luminescence, CHO-S, Gal4-NCOR/VP16-NR2E3; Photoreceptor-specific nuclear receptor (Homo sapiens), Q9Y5X4; luciferase; inhibition of corepressor binding, % at 3.98 µM; actives 0.35% (n = 360,000); AID 602229, 2012;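 active = inhibition above the mean of all tested compounds plus 3 SD, cut at about 70% in these data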;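 also: 0% = DMSO with NR2E3 transfected cells and 100% = cells lacking NR2E3 construct; higher means lower luciferase signal from less NR2E3 corepressor binding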
PDI inh = inhibitors of human PDI, primary screen, biochemical, turbidity, single point, plate reader; Protein disulfide-isomerase (Homo sapiens), P07237; PDI insulin aggregation turbidity, A650, 90 min; inhibition, % at 10 µM; actives 0.052% (n = 350,000); AID 588391, 2011;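 active = mean inhibition across replicates of 30% or more, whatever share of single replicates reach that level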;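 also: absorbance from insulin aggregation driven by PDI reduction with DTT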
TRPM1 prom inh = inhibitors of MITF-dependent TRPM1 promoter reporter, primary screen, cell-based, SK-MEL-5, single point, luciferase; AID 488899, 2010; SK-MEL-5 TRPM1 promoter luciferase, 24 h; actives 0.83% (n = 330,000); inhibition, % at 12.5 µM;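 active = mean inhibition across replicates of 60% or more, whatever share of single replicates reaches that level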; also: values of inactives mirror those of a sister screen read the other way
Numbers without * were called inactive; x = no result given. The order is random. Share with any hit: about 3.9%.

SMILES	iPSC survival up	Shn3 3UTR inh	m5-HT2A agonist	NR2E3 ag-1	CaV13 FRET inh	H9c2 protect	Peg3 prom inh	HIF-2a block	NR2E3 ag-2	PDI inh	TRPM1 prom inh
COc1cc(/C=C2/C(=O)N(c3ccc(C(=O)O)cc3)N=C2C)cc(OC)c1O	0.1	-8	1	x	-17	0	4	22	-10	-2	1
Cc1nn(Cc2ccccc2)c(C)c1/C=N/NC(=O)CNc1cccc(C(F)(F)F)c1	-1.7	-5	1	1	8	-10	26	5	3	-7	6
Cc1ccc(CNC(=O)C2CCCN(c3nn4c(=O)cc(C)nc4s3)C2)cc1 (stereo unspecified)	-0.5	-1	-1	-4	1	3	9	7	5	6	11
CCOc1ccc(CCNC(=O)c2nnn(CC(=O)Nc3ccc(OC)cc3)c2N)cc1OCC	-0.3	-11	8	2	-3	-1	-4	3	-19	6	7
CCCN1CCC(N(CCc2ccccc2)Cc2ccccc2)CC1	-0.5	-3	-11	-1	-20	-5	-4	9	26	1	-10
COc1cc(C(=O)Oc2cccnc2)cc(OC)c1OC	-0.2	-7	1	-1	-5	-1	-6	18	-29	-8	15
Cn1nnnc1SCC1=C(C(=O)O)N2C(=O)C(NC(=O)C3CC3c3ccccc3)C2SC1 (stereo unspecified)	-1.2	3	1	5	-5	6	-9	11	-12	-4	x
CC(C)(C)OC(=O)NCc1ccc(CNC(=O)c2[nH]cnc2C(=O)NC2CCN(C(=O)OC(C)(C)C)CC2)cc1	-0.4	3	-5	2	x	45	61*	4	24	3	21
CC(CCc1ccccc1)NC(=O)C1CC1 (stereo unspecified)	-0.1	12	11	-1	-5	0	-16	11	-4	13	x
O=C(CN(c1ccccc1)S(=O)(=O)c1ccc(F)cc1)N1CCCCCC1	2.8	0	1	-1	-6	3	2	6	0	9	-2
Cc1cc(C)nc(NS(=O)(=O)c2ccc(NC(=O)CCC(=O)O)cc2)n1	0.3	3	-1	-3	-20	1	4	11	-20	3	-12
Cn1c(Oc2ccccc2NCc2cc(Br)ccc2O)cc(=O)n(C)c1=O	-1.9	4	-1	1	1	-19	25	2	-2	2	4
O=C(Nc1cccc2c1CCCC2)c1ccco1	9.3	-18	0	0	-5	3	4	-21	-6	-4	3
COc1cccc(C(c2c(C)[nH]n(-c3ccccc3)c2=O)c2c(C)[nH]n(-c3ccccc3)c2=O)c1O	-0.7	-8	1	1	1	30	15	16	-8	-1	23
CCOc1cc(N2CCOCC2)c(OCC)cc1NC(=O)c1ccc(-n2ccnc2)c([N+](=O)[O-])c1	1.7	8	-2	5	-2	36	11	13	-13	6	8
Cc1ccc(N2C(=O)N(CC(=O)N3c4ccccc4CC3C)C(=O)C2C)cc1 (stereo unspecified)	-0.5	8	5	x	-5	1	-8	9	-40	-4	3
Cc1cc(C)c(S(=O)(=O)N2CCN=C2c2ccccc2)cc1C	-0.7	-4	-3	1	-8	5	8	21	-2	-2	-3
Cc1ccc(S(=O)(=O)NC(=O)NCC2CCN(S(=O)(=O)c3ccccc3)CC2)cc1	0.1	13	-5	-1	-4	1	5	21	-12	-4	3
Cc1n[nH]c(C)c1S(=O)(=O)N(CC(=O)Nc1ccc2c(c1)OCCO2)c1ccc(C(C)C)cc1	4.7	12	6	-1	3	1	-6	19	5	-4	16
Cc1ccc(C(=O)Nc2ccccc2C(=O)NC(CC(=O)O)C(=O)O)cc1 (stereo unspecified)	-3.2	-8	0	-1	-5	2	-97	-48	-16	7	13
COc1ccc(S(=O)(=O)N2CCOCC2)cc1C(=O)Nc1nc2ccccc2s1	1.8	6	-6	-1	-5	3	-4	-24	-5	4	1
Cc1cc(C)c2c(n1)sc1c(=O)[nH]c(SCc3ccccc3)nc12	-0.3	-4	7	0	-4	0	-1	11	-10	-7	14
CC1CCCN(CC(=O)Nc2cc(S(=O)(=O)N3CCOCC3)ccc2N2CCCC2)C1 (stereo unspecified)	3.4	-3	-6	4	-6	-1	4	18	-18	-8	8
O=S1(=O)C=C(SCCN2CCCC2)c2ccccc21	-0.3	2	4	0	-3	1	3	-3	-18	4	7
COc1ccc(CCNC(=O)Cn2c(=O)oc3cc(Cl)ccc32)cc1OC	0.4	x	-4	2	-3	1	11	12	-8	1	5

The final four compounds of the part above lead into the next.
SMILES	iPSC survival up	Shn3 3UTR inh	m5-HT2A agonist	NR2E3 ag-1	CaV13 FRET inh	H9c2 protect	Peg3 prom inh	HIF-2a block	NR2E3 ag-2	PDI inh	TRPM1 prom inh
Cc1cc(C)c2c(n1)sc1c(=O)[nH]c(SCc3ccccc3)nc12	-0.3	-4	7	0	-4	0	-1	11	-10	-7	14
CC1CCCN(CC(=O)Nc2cc(S(=O)(=O)N3CCOCC3)ccc2N2CCCC2)C1 (stereo unspecified)	3.4	-3	-6	4	-6	-1	4	18	-18	-8	8
O=S1(=O)C=C(SCCN2CCCC2)c2ccccc21	-0.3	2	4	0	-3	1	3	-3	-18	4	7
COc1ccc(CCNC(=O)Cn2c(=O)oc3cc(Cl)ccc32)cc1OC	0.4	x	-4	2	-3	1	11	12	-8	1	5
CCCN1CCN(CCCNC(=O)C2CCN(c3nnc(-n4cccc4)s3)CC2)CC1	5.8	1	2	0	x	-4	10	5	9	5	12
Cc1ccc(-c2nc(CN(CC3CCC3)CC3CCCO3)c(C)o2)s1 (stereo unspecified)	1.5	0	1	1	-6	-2	17	-5	-36	0	-8
CCN(CC)S(=O)(=O)c1cc(C(=O)OCC(=O)NC2CCCc3ccccc32)ccc1C (stereo unspecified)	-1.1	-16	3	1	-3	-7	-7	8	11	-7	5
COc1ccc(CC(C(=O)Nc2cc(C)ccc2C)/C(N)=N/O)cc1 (stereo unspecified)	-1.1	-3	6	5	-5	-5	-1	15	-1	-3	9
CCc1nc2sc(C)c(C)c2c(=O)n1CCO	-1.0	11	-1	-3	-5	4	5	7	-7	5	-5
CSc1nnc(Cc2sc(-c3ccccc3)nc2-c2ccccc2)o1	-1.6	-9	-3	-2	0	-1	1	-32	-3	4	-29
COc1cccc(NC(=O)CNC(=O)N2CC(=O)Nc3ccccc32)c1	-0.7	-18	-1	1	-5	6	-60	-109	-29	0	-29
O=[N+]([O-])c1ccc(N2CCCC2)cc1NC1CC1	0.5	-7	1	-1	-5	-7	13	12	-9	-1	-3
CC(C)CC(COCc1ccc(F)cc1)N1CCN(C(=O)c2cccc(C(F)(F)F)c2)CCC1=O (stereo unspecified)	-4.3	3	2	3	-11	0	3	9	2	0	5
COc1ccc(S(=O)(=O)N2CCCCCC2)cc1C(=O)OC(C)C(N)=O (stereo unspecified)	-0.5	1	-1	3	-5	3	4	11	-33	-4	3
C=CCNc1nc(-c2ccc(OC)cc2OC)cs1	3.4	-96	2	-1	-6	-1	-258	-252	-84	-4	-66
CC1C/C(=N/NC(=O)c2ccc(CSc3nc4ccccc4[nH]3)cc2)CC(C)(C)C1 (stereo unspecified)	-1.2	-16	-2	-8	-3	5	-11	11	-5	-1	-2
CC1=C(C(N)=O)C(c2ccc(Br)cc2)n2nc(CCCO)nc2N1 (stereo unspecified)	-0.1	-23	1	-1	-4	-6	19	10	-1	5	3
O=C(Cc1ccc(Br)cc1)Nc1ccc(S(=O)(=O)Nc2ncccn2)cc1	-0.1	-2	2	0	-5	-3	-5	15	-2	-8	4
Cc1c(N)cccc1Cl	0.1	10	-1	x	x	3	-9	15	1	x	11
Cc1cc(Cl)ccc1NC(=S)NCCc1ccc(S(N)(=O)=O)cc1	3.3	2	-4	-1	-6	-7	19	11	6	4	4
Cc1ccc(C)c(N2CC(C(=O)OCC(=O)Nc3cc(C)on3)CC2=O)c1 (stereo unspecified)	-0.1	3	4	-4	-4	1	-6	7	20	10	7
COc1ccc(CCN2C(=NC(=O)CCC(=O)O)SC3CS(=O)(=O)CC32)cc1 (stereo unspecified)	-0.8	-10	6	3	-5	7	0	-12	-8	3	3
COc1ccc(C(=O)NCc2ccncc2)cc1S(=O)(=O)NCc1ccc(Cl)cc1	-1.4	-1	-9	1	-2	-7	15	8	14	4	5
C=CCN1C(=O)N(/C=C/C)c2cccc3cccc1c23	-1.8	-1	0	2	-3	2	9	25	2	-5	6
CCCCNC(C(=O)Nc1ccc([N+](=O)[O-])cc1Br)c1ccccc1 (stereo unspecified)	4.3	6	3	1	-3	8	1	17	-3	2	-4
CC(=O)Nc1ccc(N2C(=O)CSC2c2cccc(Br)c2)cc1 (stereo unspecified)	0.8	14	-2	5	-4	1	2	21	13	6	-15
c1ccc(CN2CCC3(CC2)Nc2ccccc2S3)cc1	-0.5	-4	-1	-1	-5	3	12	1	-33	4	3
Cc1ccc(S(=O)(=O)Nc2ccc3nc(-c4cccn4C)[nH]c3c2)cc1	8.5	-19	-7	-6	-4	-7	-18	-86	-5	2	-18
Cc1cc(NC(=O)CSc2nc(=O)n3cc(Cl)ccc3n2)no1	-0.1	-6	7	0	-3	3	-33	-16	-16	-1	-4
The results go on:
SMILES	iPSC survival up	Shn3 3UTR inh	m5-HT2A agonist	NR2E3 ag-1	CaV13 FRET inh	H9c2 protect	Peg3 prom inh	HIF-2a block	NR2E3 ag-2	PDI inh	TRPM1 prom inh
CCOC(=O)c1sc2nc(CN3CCCCC3)nc(Cl)c2c1C	-0.4	4	7	2	x	-7	15	17	0	13	-8
CCn1nnc(-c2ccc(N)cc2)n1	0.9	19	2	3	-5	5	-13	-21	-6	-3	0
CC(=O)Nc1cccc(-c2ccnc3c2CC(C(=O)Nc2ccccc2)O3)c1 (stereo unspecified)	-0.6	-5	5	x	-4	-3	12	18	10	3	x
Cc1ccc(C(=O)c2ccccc2C(=O)OCC(=O)Nc2cccc([N+](=O)[O-])c2)cc1	1.9	20	-9	-3	-8	-6	-4	-14	-19	-2	-9
NC(=O)c1ccc(NC(=O)COC(=O)C2COc3ccccc3O2)cc1 (stereo unspecified)	4.1	-9	-4	x	-7	-1	11	-4	-14	-2	9
C=CCNC(=S)N/N=C(\C)c1ccccn1	-3.6	91*	-1	-1	-6	36	75*	11	84*	-1	59
CCOC(=O)c1cn(-c2ccc(F)c(F)c2F)c2c(F)c(F)c(F)cc2c1=O	1.5	7	4	-1	x	5	6	13	-13	-8	6
Cc1noc(NS(=O)(=O)c2ccc(NC(=O)COc3ccc(C#N)cc3)cc2)c1C	3.1	6	2	x	-9	5	9	12	-12	-3	0

Assay outcomes deposited in PubChem by several laboratories.
